MEP2 TOR yeast: modulators of MEP2-GFP levels in yeast, primary screen, S. cerevisiae, multiplex flow cytometry, MLPCN library. S. cerevisiae MEP2-GFP strain, 3 h; 100% = DMSO control level. GFP response vs DMSO, % at 10 µM. 0.51% of 330,000 active;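 active = GFP response versus DMSO above a set limit, roughly screen mean plus 3 SD, cut at about 180% in these data; inconclusive = fewer than 70 cells counted for a yeast strain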;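 also: median GFP fluorescence of the barcode-gated MEP2-GFP cells per well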
RPL19A TOR yeast: RPL19A-GFP expression modulators in yeast, primary screen, cell-based, S. cerevisiae, multiplex flow cytometry, MLPCN; S. cerevisiae RPL19A-GFP strain, 3 h; stronger effect = lower value; percent response vs DMSO, % at 10 µM; 0.3% of 330,000 active; AID 2025, 2009;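 active = percent response vs DMSO below 50%; inconclusive = fewer than 70 events counted for the yeast strain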;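 also: median channel GFP fluorescence of the barcoded RPL19A-GFP strain; ratio of sample median GFP to plate DMSO average so 100% = DMSO; lower means less RPL19A-GFP as with rapamycin TOR inhibition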
LAP4 TOR yeast: modulators of LAP4-GFP expression in yeast, primary screen, S. cerevisiae, multiplex flow cytometry, MLPCN library. 3 h; median GFP as percent of DMSO wells. GFP response vs DMSO, % at 10 µM. 0.34% of 320,000 active. AID 2023, 2009;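 active = GFP response vs DMSO above a set limit, about the screen mean plus 3 SD, cut at about 150% in these data; inconclusive = under 70 cell events counted for the yeast strain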
AGP1-GFP MLPCN: modulators of AGP1-GFP expression in yeast TOR pathway, primary screen, cell-based, multiplex flow cytometry, S. cerevisiae, MLPCN library; 0.02% of 320,000 active; 3 h; GFP as percent of DMSO wells; GFP response vs DMSO, % at 10 µM;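 active = GFP response relative to DMSO above a set limit, near screen average plus 3 SD, cut at about 150% in these data; inconclusive = fewer than 70 cells counted for the yeast strain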;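 also: median GFP channel fluorescence of the gated AGP1 strain per well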
Yeast superoxide: reduction of superoxide in aged yeast, primary screen, HTS. S. cerevisiae aged cells, superoxide DHE fluorescence; stronger effect = lower value. superoxide response (% of plate mean), % at 10 µM. 0.18% of 330,000 active. AID 2690, 2010;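 active = superoxide response under a set limit, about three screen SD below normal, cut at about 65% in these data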;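 also: yeast aged for seven days with compound at 30 °C before DHE staining; 100% = average MFI of all compound-treated wells on the plate with controls excluded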
VLA-4 inh: inhibition in human VLA-4 binding assay, primary screen, VLA-4 allosteric modulator project, MLPCN library, flow cytometry, VLA-4 expressing cells; 0.2% of 330,000 active; Integrin alpha-4 (Homo sapiens), P13612; AID 2557, 2010; inhibition, % (about 7 µM as worked out from the volumes in the protocol); ligand binding flow cytometry; in the data active = inhibition above about 50%
Target sequence (P13612 whole entry, looked up): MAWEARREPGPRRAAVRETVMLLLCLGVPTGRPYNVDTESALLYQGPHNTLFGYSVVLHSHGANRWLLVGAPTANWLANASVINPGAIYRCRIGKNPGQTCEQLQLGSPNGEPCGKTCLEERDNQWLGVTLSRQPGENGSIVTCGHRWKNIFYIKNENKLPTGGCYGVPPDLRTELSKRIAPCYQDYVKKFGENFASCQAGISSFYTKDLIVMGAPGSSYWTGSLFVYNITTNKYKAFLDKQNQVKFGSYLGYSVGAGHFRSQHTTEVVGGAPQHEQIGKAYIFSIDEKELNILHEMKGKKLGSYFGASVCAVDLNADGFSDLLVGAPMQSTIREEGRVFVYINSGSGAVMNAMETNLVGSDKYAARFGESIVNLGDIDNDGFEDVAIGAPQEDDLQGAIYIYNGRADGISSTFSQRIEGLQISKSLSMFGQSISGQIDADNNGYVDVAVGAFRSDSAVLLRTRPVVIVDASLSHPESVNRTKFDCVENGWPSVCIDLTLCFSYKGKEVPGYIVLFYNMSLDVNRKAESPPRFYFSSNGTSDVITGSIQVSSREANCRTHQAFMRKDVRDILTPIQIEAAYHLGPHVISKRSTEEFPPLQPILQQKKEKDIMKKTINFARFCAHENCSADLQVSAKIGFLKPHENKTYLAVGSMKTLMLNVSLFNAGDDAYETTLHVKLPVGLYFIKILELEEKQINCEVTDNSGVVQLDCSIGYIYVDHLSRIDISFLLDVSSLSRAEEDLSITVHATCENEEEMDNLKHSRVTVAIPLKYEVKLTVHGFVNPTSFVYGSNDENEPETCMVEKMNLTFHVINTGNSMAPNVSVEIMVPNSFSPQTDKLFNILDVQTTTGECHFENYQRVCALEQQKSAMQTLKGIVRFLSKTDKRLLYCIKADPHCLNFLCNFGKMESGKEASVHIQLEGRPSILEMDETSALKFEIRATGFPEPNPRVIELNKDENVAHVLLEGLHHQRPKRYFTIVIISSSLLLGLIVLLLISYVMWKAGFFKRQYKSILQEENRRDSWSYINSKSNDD
GRK2 aptamer HTS: compounds blocking aptamer binding on GRK2 – biochemical, human GRK2, bead flow cytometry, HTS, primary screen; Beta-adrenergic receptor kinase 1 (Homo sapiens), P25098; FAM-aptamer displacement from GRK2; inhibition of aptamer binding, % at 10 µM; 0.59% of 330,000 active; AID 488847, 2010;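 active = inhibition of aptamer binding above 40%, roughly 3 SD of noise, on plates passing a quality check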;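 also: median bead fluorescence of bound FAM aptamer so fluorescent compounds give negative values; no value below 0 was filed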
CIT2-GFP yeast: modulators of CIT2-GFP expression in yeast, primary screen, S. cerevisiae, GFP fusion, multiplex flow cytometry, MLPCN library | GFP response vs DMSO, % at 10 µM | S. cerevisiae CIT2-GFP strain, 3 h; 100 means same as DMSO wells | 0.065% of 320,000 active | AID 2029, 2009;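 active = GFP response relative to DMSO above a set limit, near the screen mean plus 3 SD, cut at about 150% in these data; inconclusive = Fewer than 70 cells measured for a yeast strain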;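 also: ratio of well median GFP fluorescence to mean of DMSO wells on the plate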
An asterisk follows results filed as active; ? = inconclusive; . = not tested or not shown; [ ] = dose if it differs, or a comment.

SMILES	MEP2 TOR yeast	RPL19A TOR yeast	LAP4 TOR yeast	AGP1-GFP MLPCN	Yeast superoxide	VLA-4 inh	GRK2 aptamer HTS	CIT2-GFP yeast
CC(C)n1cc(CN2CCCC(CNS(=O)(=O)c3cccc4cccnc34)C2)cn1 (stereo not drawn)	115.6	104.2	108.4	102.5	96.6	14.7	4.0	102.5
O=C(NNC(=S)NCC1CCCO1)c1cccc(S(=O)(=O)N2CCOCC2)c1 (stereo not drawn)	100.3	109.7	104.3	112.7	100.5	5.1	0.0	104.5
O=C(CCNS(=O)(=O)c1ccccc1F)N1CCN(C/C=C/c2ccccc2)CC1	105.0	98.0	100.5	103.0	105.9	7.8	0.0	95.5
O=C(N/N=C/c1c(O)ccc2ccccc12)c1cccc(C(F)(F)F)c1	94.2	97.9	104.0	83.9	125.0	-7.6	0.0	102.1
Cn1ccnc1SCC(=O)Nc1ccccc1	104.0	96.7	97.8	99.1	88.0	0.1	0.0	91.4
O=C1COc2ccc(C(=O)COC(=O)c3cc(S(=O)(=O)N4CCOCC4)ccc3F)cc2N1	98.3	96.7	98.8	99.6	105.7	-2.8	0.0	90.7
CCN1CCN(c2ccc(NC(=O)c3cccc(OCc4ccccc4)c3)cc2)CC1	114.7	101.9	102.3	113.8	96.7	9.1	0.0	108.0
O=C(NCc1ccncc1)C(=O)N/N=C/c1ccccc1OCc1ccccc1	98.7	102.6	116.4	103.7	77.7	-3.4	0.0	95.6
O=Nc1c(O)n(Cc2ccc(Cl)cc2Cl)c2ccccc12	93.1	92.2	98.5	.	97.9	-4.8	0.0	93.4
CCOc1ccc(S(=O)(=O)NN=C(C)c2cccnc2)cc1	95.8	98.9	.	88.3	129.2	-4.3	0.0	83.7
O=C(NCc1ccco1)c1cccc(Br)c1	109.1	97.5	84.3	101.3	88.8	-1.6	4.0	102.9
COc1ccc(OC)c(CCNC(=O)Cn2nc(C)c3c(C)n(-c4ccccc4)nc3c2=O)c1	104.3	99.5	97.9	94.8	111.2	-6.2	6.0	101.2
CC(C)CN(CC(C)C)S(=O)(=O)N1CCC(C(=O)NCCN2CCOCC2)CC1	107.3	99.6	101.0	106.1	82.5	-12.9	0.0	106.6
CC1CCN(S(=O)(=O)c2cc(Cl)ccc2Br)CC1	107.3	101.4	105.5	101.9	107.5	15.5	2.0	97.1
NS(=O)(=O)c1ccc(CNC(=S)NCc2ccc(F)cc2)cc1	91.5	101.3	101.7	96.9	122.2	-7.5	0.0	98.3
O=C(CN1CCC(NC(=O)c2cccc(F)c2)CC1)NCc1cccs1	105.8	108.1	100.4	104.3	78.6	4.3	2.0	107.8
O=C(O)c1cccc(N2C(=O)Nc3ccccc3N2O)c1	105.7	102.8	100.5	100.7	106.6	12.0	23.0	100.8
CCn1c(SCC(=O)Nc2ccc3c(c2)oc2ccccc23)nnc1-c1ccc(N)cc1	95.6	95.4	95.0	100.0	97.6	-1.9	1.0	102.7
COc1ccc2c(CC(=O)Nc3ccc(OC)c(NS(=O)(=O)c4ccc(F)cc4)c3)coc2c1	105.0	97.8	98.7	101.5	113.1	-2.0	8.0	90.2
COc1ccc(CN2CC[C@H]3C=CC[C@@H](C(=O)N4CCOCC4)[C@H]3C2=O)cc1OC	95.7	99.9	95.1	103.5	98.5	0.2	0.0	99.2
CCCCOc1ccc(-c2cc(C(F)(F)F)c(C#N)c(SCC(=O)O)n2)cc1	99.0	97.0	101.2	103.9	99.5	-20.9	0.0	107.2
COc1ccc(C(=O)NC(C(=O)OCC(=O)Nc2sccc2C(N)=O)C(C)C)cc1 (stereo not drawn)	93.9	101.0	90.3	94.7	102.7	20.2	6.0	96.1
COc1cc(/C=N/Nc2ccc3ccccc3c2)ccc1OC(=O)c1ccco1	99.6	102.3	82.3	94.5	96.5	1.4	0.0	117.2
CC(C)COc1ccc(/C(=N/O)c2ccccc2)cc1	106.1	94.5	114.3	85.5	93.1	-21.9	0.0	85.7
CCN(CC)C1CCN(C(=O)c2ccc(OC3CCN(CCc4ccccc4)CC3)cc2)C1 (stereo not drawn)	101.3	99.4	104.4	104.5	95.0	-4.1	0.0	106.1
COc1cc(F)ccc1S(=O)(=O)N1CCN(c2ccccc2)CC1	101.9	98.3	108.0	97.2	96.7	16.8	0.0	91.4
O=c1ccc(NS(=O)(=O)c2ccc(Cl)cc2)cn1Cc1ccc(Cl)c(Cl)c1	103.8	98.9	101.3	100.4	113.8	9.8	4.0	94.7
CCc1ccc(NC(=O)Cn2nc(C(=O)O)c3ccccc3c2=O)cc1	108.5	105.5	102.2	98.1	95.4	3.2	1.0	102.7
Cc1ccc(CCNC(=O)C2CCCN(S(=O)(=O)c3c(C)nn(C)c3C)C2)cc1 (stereo not drawn)	102.0	97.9	101.3	101.2	91.3	16.9	1.0	103.7
O=C(CSc1nnc(-c2ccccn2)o1)Nc1ccc(F)cc1	96.0	103.6	92.5	99.2	103.9	3.1	1.0	96.5
C=C(C)C(=O)Nc1cccc(C2=NOC3(C2)C[C@@H](C(N)=O)N(C(=O)c2ccc(Cl)cc2)C3)c1 (stereo partly drawn)	95.5	101.1	139.6	89.2	98.7	13.3	97.0*	104.9
COc1ccc(C(=O)Oc2cc(C)c(CN3CCOCC3)cc2C)cc1OC	105.1	99.9	97.2	101.1	100.8	9.3	4.0	100.9
COc1ccccc1N(C)S(=O)(=O)c1ccc(C(=O)OCC(=O)NCc2cccs2)cc1	102.5	100.2	107.1	104.4	98.0	-3.4	4.0	107.0
CC1=C(C(=O)NC2CCCc3c2cnn3-c2cc(F)cc(F)c2)OCCO1 (stereo not drawn)	98.1	99.9	83.1	94.3	90.8	14.0	0.0	103.3
O=C(NCCCN1CCCC1)c1cccc(N2CCCC2=O)c1	101.2	98.7	96.5	94.1	99.1	1.4	0.0	103.9
Nc1nc(NCC(=O)O)nc(NC2CCCCC2)c1[N+](=O)[O-]	?	?	?	?	97.7	4.2	3.0	?
Cc1ccc(-c2csc3ncnc(Cl)c23)cc1	108.7	100.3	105.5	96.6	106.3	1.9	1.0	104.9
O=Cc1cn(CC(=O)N2CCCCCC2)c2ccccc12	100.0	90.3	100.8	96.7	113.5	3.8	3.0	99.6
CCC1CCCCN1Cc1ccc(CNC(=O)CCc2nnc3ccc(N4CCCCC4)nn23)o1 (stereo not drawn)	99.1	97.7	83.8	88.3	96.7	5.1	1.0	98.0
C/C(CCc1ccccc1)=N\NC(=O)CCc1ccccc1	102.2	101.8	98.0	101.4	93.5	15.3	0.0	100.1
CCOC(=O)N1CCN(c2nc(-c3ccc(Cl)cc3)cs2)CC1	106.9	102.0	132.6	87.8	124.8	23.7	9.0	92.2
COc1ccc2c(c1OC)C(=O)N1C2SC[C@H]1C(=O)NC1CC1 (stereo partly drawn)	108.0	97.5	100.9	100.5	81.1	10.4	1.0	103.3
Cc1ccccc1CS(=O)(=O)c1cnc2ccccc2n1	102.2	98.8	113.0	102.3	107.9	10.2	0.0	87.7
Cc1ccc(-n2cccc2/C=N/n2cnnc2)cc1Cl	95.7	98.5	81.0	95.4	110.3	1.6	0.0	.
COc1cccc(CN(C)C(=O)c2ccc(COc3ccc(Cl)cc3)cc2)c1OC	88.5	95.5	98.7	88.2	100.0	3.2	0.0	90.2
CCCOc1cccc(C2C(C(=O)c3cccs3)=C(O)C(=O)N2CCN2CCOCC2)c1 (stereo not drawn)	101.5	90.2	108.2	104.2	97.1	3.9	0.0	106.2
Cc1ccc(NC(=O)CN2C(=O)NC(C)(C3CC3)C2=O)cc1S(=O)(=O)N1CCCCC1 (stereo not drawn)	101.0	101.6	100.8	104.3	85.4	4.5	0.0	91.3
NNC(=O)CCS(=O)(=O)c1ccc2ccccc2c1	94.7	96.4	96.5	95.4	89.1	0.9	0.0	90.0
C/C(=N\NS(=O)(=O)c1ccc(Br)cc1)c1cccs1	107.0	99.5	95.6	100.0	96.8	-2.6	0.0	108.2
Cn1c(=O)oc2cc(S(=O)(=O)Nc3ccc(O)cc3)ccc21	109.6	103.9	93.5	101.4	106.2	-0.7	1.0	98.0
C[C@H](CO)N1C[C@H](C)[C@@H](CN(C)S(=O)(=O)c2ccccc2)Oc2c(NS(=O)(=O)c3ccc(F)cc3)cccc2C1=O	86.7	99.2	90.4	95.7	114.6	6.8	4.0	95.4
COCc1cc(=O)n2[nH]c(C)nc2n1	101.3	102.7	104.2	103.2	97.4	3.9	1.0	97.0
CC1=NN(c2ccccc2)C(=O)/C1=C\C=C1/N(C)c2ccccc2C1(C)C	107.5	99.2	101.9	91.4	129.0	-9.6	0.0	88.0
O=C(NCc1ccc(F)cc1Cl)C1CCN(S(=O)(=O)N2CCC3(CC2)OCCO3)CC1	100.2	100.4	101.7	102.3	107.6	3.7	0.0	95.9
O=C1CC(N2CCN(c3nc4ccccc4s3)CC2)C(=O)N1c1cccc(F)c1 (stereo not drawn)	91.9	89.5	89.5	.	80.8	4.9	0.0	93.8
NS(=O)(=O)c1ccc(NC(=O)/C=C/c2cccc(Cl)c2)cc1	97.7	97.4	114.2	100.8	92.4	-26.7	1.0	91.7
CC(NC(=O)CCCCCN1C(=O)c2ccccc2C1=O)c1ccc2c(c1)CCCC2 (stereo not drawn)	94.2	96.8	96.0	95.0	92.3	8.9	2.0	94.5
COc1ccc2nc3ccccc3nc2c1NC(=O)c1ccc(Cl)cc1Cl	150.3[may fluoresce violet]	77.4[may fluoresce violet]	99.8[may fluoresce violet]	16.6[may fluoresce violet]	69.5	9.6	0.0	?
Cc1ccc(S(=O)(=O)NC(CCc2ccccc2)CC(=O)C(C)(C)C)cc1 (stereo not drawn)	99.7	94.6	99.7	99.3	99.0	-1.6	1.0	97.3
CCOc1ccc(S(=O)(=O)N/N=C(\C)c2ccc(OC)cc2OC)cc1	95.1	94.6	98.7	98.7	99.8	9.8	1.0	102.4
(list continues)
SMILES	MEP2 TOR yeast	RPL19A TOR yeast	LAP4 TOR yeast	AGP1-GFP MLPCN	Yeast superoxide	VLA-4 inh	GRK2 aptamer HTS	CIT2-GFP yeast
COc1cccc(Oc2ccc(OC)cc2C(=O)O)c1	93.8	100.5	125.0	100.4	134.7	-0.5	1.0	95.0
COc1ccccc1N1CCN(C(=O)c2ccc(Cn3c(=O)[nH]c4ccsc4c3=O)cc2)CC1	97.6	96.2	100.5	104.4	112.5	0.5	2.0	99.8
O=C(CSCC(=O)NC1CCCC1)Nc1ccccc1	97.3	94.6	92.9	90.0	104.9	-7.2	0.0	96.8
Cc1ccc(N(Cc2ccccc2)C(=O)c2ccc(F)cc2)cc1	103.3	101.5	89.3	83.4	79.3	-2.8	6.0	89.0
Cc1ccc(CN(C)C(=O)CCNS(=O)(=O)c2ccccc2)o1	98.7	98.1	106.3	95.3	119.2	-1.9	0.0	92.8

Ordered by the number under LAP4 TOR yeast (largest number first): some entries from above
molecule	MEP2 TOR yeast	RPL19A TOR yeast	LAP4 TOR yeast	AGP1-GFP MLPCN	VLA-4 inh	GRK2 aptamer HTS	CIT2-GFP yeast
Cc1ccc(CN(C)C(=O)CCNS(=O)(=O)c2ccccc2)o1	98.7	98.1	106.3	95.3	-1.9	0.0	92.8
O=C(CSCC(=O)NC1CCCC1)Nc1ccccc1	97.3	94.6	92.9	90.0	-7.2	0.0	96.8
Cc1ccc(N(Cc2ccccc2)C(=O)c2ccc(F)cc2)cc1	103.3	101.5	89.3	83.4	-2.8	6.0	89.0

Screens as filed in PubChem BioAssay.
